Compound activity from PubChem.
p-CIP stab down = p/CIP-EGFP fusion destabilizers, primary screen, fluorescence, F442A cells; Q05BA5; 16 h; decrease of EGFP signal, % at 10 µM; 290,000 compounds, 0.01% hits;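 active = EGFP signal decrease of at least 30% at 10 µM or well 3 SD below plate mean, unless failing retest; inactive = the rest, including hits failing retest or dose response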; note: some compounds called inactive have numbers as strong as hits; many of its hits are not listed in these tables
UBC9 SUMO inh = inhibitors of in vitro SUMOylation cascade, primary screen, biochemical, HTRF, uHTS | SUMO-conjugating enzyme UBC9 (Homo sapiens), P63279 | HTRF SUMOylation assay, SAE1/SAE2 + UBC9 | inhibition, % at 35 µM | 290,000 compounds, 0.36% hits | AID 2006, 2009; in the data active = inhibition above about 50%, passing the limit was not always enough; note: strong numbers were not always called active
IMP-1 inh = IMP-1 metallo-beta-lactamase inhibitors, primary screen, biochemical, epi-absorbance readout, Pseudomonas aeruginosa enzyme. metallo-beta-lactamase IMP-1 (Pseudomonas aeruginosa). purified IMP-1, nitrocefin hydrolysis, epi-absorbance fluorescence. inhibition, % at 5.6 µM. 290,000 compounds, 0.45% hits. AID 1556, 2009;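 active = inhibition above the mean plus 3 SD of all compounds in the same screening run, cut at about 4.5% in these data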;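 note: 0% = IMP-1 with DMSO and 100% = DMSO wells lacking enzyme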
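system = purified recombinant IMP-1 beta-lactamase | amount = 0.2 nM IMP-1, as dispensed | medium = HEPES buffer pH 7.1 with ZnSO4 and Brij 35 | times = 25 °C, 15 min preincubation, 25 min reaction | detection = plate fluorescence quenching by hydrolysis product, ex 480/em 530 nm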
HCV NS3 hel inh = inhibitors of HCV NS3 helicase, primary screen, biochemical, Cy5 molecular beacon fluorescence | Hepatitis C virus NS3 helicase | NS3 helicase DNA unwinding | inhibition, % at 10.9 µM | 290,000 compounds, 0.56% hits;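 active = inhibition above the mean of all tested compounds plus 3 SD, set per campaign, cut at about 35% in these data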;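 note: 0% = DMSO wells and 100% = thioflavine S control wells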
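assay system = NS3 helicase fragment of HCV | buffer or medium = MOPS pH 6.5, MgCl2, DTT, Tween20, BSA | timing = 60 min unwinding reaction at 25 °C after ATP addition | signal = Cy5 beacon fluorescence read at start and 1 h | read-out basis = % inhibition of unwinding | control set = low DMSO, high thioflavine S at 110 µM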
PfM18AAP inh = PfM18AAP inhibitors, malaria aminopeptidase, primary screen, biochemical, QFRET, recombinant enzyme; M18 aspartyl aminopeptidase (Plasmodium falciparum 3D7); H-Glu-NHMec fluorogenic cleavage; inhibition, % at 7.35 µM; 290,000 compounds, 1.2% hits;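 active = inhibition above the campaign mean inhibition over all tested compounds plus 3 SD, cut at about 28% in these data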;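 note: 0% = plate median of test compound wells and 100% = 2 mM ZnCl2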
VIM-2 inh = VIM-2 metallo-beta-lactamase inhibitors, primary screen, biochemical, epi-absorbance readout, Pseudomonas aeruginosa enzyme; inhibition, % at 5.6 µM; purified VIM-2, nitrocefin hydrolysis, epi-absorbance fluorescence; 290,000 compounds, 0.89% hits;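 active = inhibition above the mean of all tested compounds plus 3 SD, cutoff set per screening run, cut at about 7.5% in these data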;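 note: red hydrolysis product quenches plate fluorescence so inhibitors raise well fluorescence; 0% = enzyme with DMSO and 100% = DMSO without enzyme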
IDE cell inh = human IDE inhibitors in live cells, primary screen, fluorescence polarization, HEK cells, FAbetaB substrate | FAbetaB cleavage | 320,000 compounds, 0.41% hits | AID 434962, 2010 | inhibition, % at 5.59 µM;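 active = percent inhibition above the average of all tested compounds plus 3 SD, set per screening campaign, cut at about 16% in these data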;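 note: IDE supplied by intact live HEK cells; FP after avidin binding of uncleaved biotin substrate so inhibition keeps polarization high; 0% = DMSO wells and 100% = 60 µM reference IDE inhibitor Ii1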
Target sequence (P14735 whole entry, looked up): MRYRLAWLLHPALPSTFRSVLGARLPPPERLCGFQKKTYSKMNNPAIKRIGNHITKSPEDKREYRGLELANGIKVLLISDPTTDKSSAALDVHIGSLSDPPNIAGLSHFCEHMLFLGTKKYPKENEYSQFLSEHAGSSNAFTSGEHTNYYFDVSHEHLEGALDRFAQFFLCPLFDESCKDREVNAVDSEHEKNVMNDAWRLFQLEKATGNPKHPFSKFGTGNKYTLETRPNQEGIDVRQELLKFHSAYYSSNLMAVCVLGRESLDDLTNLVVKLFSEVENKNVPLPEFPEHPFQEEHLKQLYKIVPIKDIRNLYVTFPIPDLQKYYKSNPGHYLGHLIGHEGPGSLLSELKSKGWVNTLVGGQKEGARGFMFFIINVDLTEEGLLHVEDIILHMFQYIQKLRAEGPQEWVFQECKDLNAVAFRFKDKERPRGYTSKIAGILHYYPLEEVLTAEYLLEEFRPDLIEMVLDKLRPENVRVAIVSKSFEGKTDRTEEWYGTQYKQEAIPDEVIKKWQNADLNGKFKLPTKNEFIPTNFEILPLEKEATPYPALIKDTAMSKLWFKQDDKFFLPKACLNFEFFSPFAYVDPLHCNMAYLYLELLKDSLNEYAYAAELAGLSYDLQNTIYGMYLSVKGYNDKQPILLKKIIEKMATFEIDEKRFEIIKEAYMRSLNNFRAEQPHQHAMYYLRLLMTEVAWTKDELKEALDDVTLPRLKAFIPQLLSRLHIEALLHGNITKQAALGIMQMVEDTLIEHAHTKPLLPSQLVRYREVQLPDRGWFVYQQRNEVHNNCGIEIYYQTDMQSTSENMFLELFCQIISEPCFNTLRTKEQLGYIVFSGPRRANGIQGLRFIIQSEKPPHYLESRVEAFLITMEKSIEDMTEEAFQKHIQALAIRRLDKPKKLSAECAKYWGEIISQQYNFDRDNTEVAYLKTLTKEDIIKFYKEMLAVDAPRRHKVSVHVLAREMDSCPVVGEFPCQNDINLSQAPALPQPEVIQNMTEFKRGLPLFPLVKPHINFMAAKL
IDE cell activ = human IDE activators in live cells, primary screen, fluorescence polarization, HEK cells, FAbeta-B substrate; Insulin-degrading enzyme (Homo sapiens), P14735; FAbeta-B cleavage; 0% vehicle, 100% cell-free pure enzyme wells; activation, % at 5.96 µM; 340,000 compounds, 0.073% hits; AID 493087, 2011;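 active = activation above the mean of all tested compounds plus 3 SD, set per screening campaign, cut at about 17% in these data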
FID counter = compounds displacing fluorescent DNA intercalator, primary screen, artefact control for HCV NS3 helicase inhibitor project, biochemical, FID fluorescence | inhibition, % at 7.9 µM | 290,000 compounds, 0.17% hits | DNA fluorescent intercalator displacement; in the data active = inhibition above about 37%;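 note: 0% = vehicle and 100% = reference compound; higher means more ethidium bromide displaced from hairpin DNA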
Active calls of the source: *; · = not tested or not shown; & = joins results of further samples.

SMILES	p-CIP stab down	UBC9 SUMO inh	IMP-1 inh	HCV NS3 hel inh	PfM18AAP inh	VIM-2 inh	IDE cell inh	IDE cell activ	FID counter
CCOc1cccc(OCCCNCCCOC)c1	-1	-1	-5.5	6	19	-4.4	5	-2	6
CC(=O)N1CC2(NC(=O)c3ccccc3N2)c2ccccc21 (configuration not stated)	-10	24	-1.4	1	1	-3.6	1	6	-3
Cc1cc(C)nc(NS(=O)(=O)c2ccc(NC(=O)CN3C(=O)c4ccccc4C3=O)cc2)n1	-6	28	-5.6	3	0	0.1	2	·	-3
O=C(NCc1ccco1)C(C(=O)c1ccc(F)cc1)n1ccccc1=O (configuration not stated)	-4	-9	-2.6	-2	3	0.0	0	3	2
O=C1C2C3C=CC(C3)C2C(=O)N1c1ccncc1 (configuration not stated)	-9	26	-1.7	8	-6	-0.2	6	-3	3
CCN(CC)C(=O)CSc1nnc(CCN)o1	0	-2	-2.4	-13	7	-3.0	1	5	0
Cc1cccc(NC(=O)CC23CC4CC(C2)CC(n2nnc(C)n2)(C4)C3)c1	-10	8	-2.0	-10	6	-2.0	9	0	-30
COc1ccc(N2CCN(CC(=O)NC(=O)NCc3ccco3)CC2)cc1	0	0	-2.1	4	2	0.2	0	4	-11
CC(=O)c1ccccc1C(=O)N1CCCC(C(=O)c2ccc(C(F)(F)F)cc2)C1 (configuration not stated)	-4	2	-4.4	-6	2	-2.3	5	-5	-43
Cc1cccc(C(=O)N=c2c(C#N)cc3c(=O)n4cccc(C)c4nc3n2Cc2ccco2)c1	-2	27	-3.0	17	-35	3.8	6	-9&5	-18
O=C(COC(=O)/C=C/c1ccc([N+](=O)[O-])cc1)NCC1CCCO1 (configuration not stated)	17	6	0.0	-9	-7	-0.7	3	7	2
COc1cc(C(=O)NCCC(=O)NCCN2CCOCC2)cc(OC)c1OC	-13	11	-2.6	-6	-4	-2.1	6	7	5
CCC(=O)Nc1cc2c(C)cc(=O)oc2cc1C	-2	16	-3.5	-3	2	-3.9	2	1	-3
CCCCOC(=O)/C=C\C(=O)NC(N)=O	-18	4	-2.5	-2	0	-2.5	1	5	-3
COc1ccc(-n2nc(C(=O)NCC(=O)N3CCCCC3)c3ccccc3c2=O)cc1	-2	11	-2.2	4	0	-3.0	-4	-1	-30
COC(=O)[C@H](CC(C)C)NC(=O)NCCC1=CCCCC1	-17	11	-2.9	7	4	-2.4	5	0	-17
CCc1nn(CCCC(=O)N(C)Cc2ccccc2)c(=O)c2cc3occc3n12	5	5	-2.3	7	5	-1.4	-1	-1	-42
O=C(c1ccncc1)c1nccn1-c1ccccn1	-2	-1	-0.5	3	-2	-3.2	-5	4	2
Cc1cccc(S(=O)(=O)N2CN(CC3CCCO3)c3nc4ccccc4nc32)c1 (configuration not stated)	-12	16	-1.7	-2	-6	0.2	2	0	-18
Cc1nnc(N/N=C/c2c[nH]c3ccccc23)[nH]c1=O	1	6	0.7	30	29*	0.2	-6	4	-2
N#CCCN(Cc1ccccc1)C(=O)Nc1ccc2c(c1)CCO2	-11	13	-3.2	-1	-2	-4.0	-5	3	-4
COc1ccccc1NC(=O)C(=O)N(c1cccnc1)C(C(=O)NC(C)(C)C)c1ccccc1F (configuration not stated)	-20	-12	1.4	-8	-12	2.1	4	-1	-23
Cc1ccc(Nc2nc(CSc3nnc(-c4ccc(F)cc4)n3C)cs2)cc1	4	16	-6.3	16	14	-1.7	14	-17	-10
CC(=O)c1sc(-c2ccc(F)cc2)cc1NS(=O)(=O)c1ccc(C)cc1	-11	-2	-3.3	-3	1	-1.4	5	4	2
Cc1c(C(=O)c2ccccc2)c2ccccn2c1CCc1ccccn1	-1	12	-2.5	14	-3	-3.3	3	4	-3
CCO[C@@H]1OC(C(=O)N2CCN(Cc3ccccc3)CC2)=C[C@H](c2coc3ccccc3c2=O)[C@H]1CCCO	14	-8	0.5	-12	0	0.9	5	-2	-32
Cc1ccc2c(c1)C(C)CC(C)(C)N2C(=O)CN1CCN(C)CC1 (configuration not stated)	-3	8	-2.2	4	-6	-1.6	1	6	11
CCOC(=O)C1(Cc2cccc(Cl)c2)CCCN(C(=O)c2cc(C)on2)C1 (configuration not stated)	-3	4	-4.0	2	-7	-3.0	·	2	-52

Copied from the list.
`COc1ccccc1NC(=O)C(=O)N(c1cccnc1)C(C(=O)NC(C)(C)C)c1ccccc1F` (configuration not stated) in VIM-2 inh is listed with 2.1
`Cc1ccc(Nc2nc(CSc3nnc(-c4ccc(F)cc4)n3C)cs2)cc1` in UBC9 SUMO inh is listed with 16
`Cc1ccc2c(c1)C(C)CC(C)(C)N2C(=O)CN1CCN(C)CC1` (configuration not stated) in p-CIP stab down is listed with -3

Three entries already listed, arranged by number of heavy atoms, smallest number first.
SMILES	p-CIP stab down	UBC9 SUMO inh	IMP-1 inh	HCV NS3 hel inh	PfM18AAP inh	VIM-2 inh	IDE cell inh	IDE cell activ	FID counter
COC(=O)[C@H](CC(C)C)NC(=O)NCCC1=CCCCC1	-17	11	-2.9	7	4	-2.4	5	0	-17
CCOC(=O)C1(Cc2cccc(Cl)c2)CCCN(C(=O)c2cc(C)on2)C1 (configuration not stated)	-3	4	-4.0	2	-7	-3.0	·	2	-52
COc1ccc(-n2nc(C(=O)NCC(=O)N3CCCCC3)c3ccccc3c2=O)cc1	-2	11	-2.2	4	0	-3.0	-4	-1	-30

Part of the list above with just UBC9 SUMO inh:
SMILES,UBC9 SUMO inh
COc1cc(C(=O)NCCC(=O)NCCN2CCOCC2)cc(OC)c1OC,11
Cc1cccc(S(=O)(=O)N2CN(CC3CCCO3)c3nc4ccccc4nc32)c1 (configuration not stated),16
O=C(COC(=O)/C=C/c1ccc([N+](=O)[O-])cc1)NCC1CCCO1 (configuration not stated),6
